Screening results from PubChem.
Growth percent in the NCI-60 one-dose screen (48 h, 10 µM unless noted): 100 = growth as untreated, 0 = no growth, -100 = all killed.
CCRF-CEM – CCRF-CEM leukemia; 77,000 tested, 7% active; AID 1794778
MOLT-4 – MOLT-4 leukemia cells; 80,000 tested, 6.9% active; AID 1794779
RPMI-8226 – RPMI-8226 leukemia cells | 77,000 tested, 7.5% active | AID 1794781
HOP-62 – HOP-62 NSCLC | 80,000 tested, 3.9% active
M14 – M14 melanoma; 80,000 tested, 6.2% active; AID 1794745
EKVX – EKVX NSCLC. AID 1794765. 71,000 tested, 3% active
A549/ATCC – A549/ATCC NSCLC; 81,000 tested, 3.7% active; AID 1794740
HOP-92 – HOP-92 NSCLC cells. 71,000 tested, 6.3% active. AID 1794738
Active calls of the source: *; . = no result given; & = joins results of further samples. How the source made its calls: active means growth percent below 10; inactive means the rest.

SMILES	CCRF-CEM	MOLT-4	RPMI-8226	HOP-62	M14	EKVX	A549/ATCC	HOP-92
CC(=O)Nc1ccc(S(=O)(=O)CC(=O)CS(=O)(=O)c2ccc(NC(C)=O)cc2)cc1	90	77	97	104	104	.	99	91
CC(C)c1ccc(CSc2nc(SCc3ccc4sccc4c3)nc(=O)[nH]2)cc1	90	90	80	108	107	84	87	103
COc1cc(-c2c(C#N)c(N)nc3[nH]c(=S)[nH]c(=O)c23)cc(OC)c1OC	118	102	110	103	98	97	97	84
Cc1nc2c([nH]1)c(=O)n(C)c(=O)n2C	114	109	106	96	103	94	97	.
NC1(S(=O)(=O)O)C(=O)Nc2ccccc21 (centres undefined)	92	94	97	97	98	90	98	84
N#CC1C(=O)OC2CCCCC21 (centres undefined)	91	108	104	96	96	92	103	82
CCn1c(Cc2ccccc2)nc2c1c(=O)n(C)c(=O)n2C	99	114	100	96	101	102	98	.
c1ccc([Se]CCCN2CCN(CCC[Se]c3ccccc3)CC2)cc1	105	127	.	94	90	1.2*	108	87
O=c1cnc(=O)[nH][nH]1	102	111	106	92	99	124	111	97
COc1ccc(-c2nc(N/N=C/c3cccc(Br)c3)nc(N3CCOCC3)c2C#N)cc1	36	47	36	79	25	90	62	82
O=[N+]([O-])c1ccc(Oc2cccnc2)c([N+](=O)[O-])c1	20	76	25	104	85	94	102	.
CCOC(=O)Nc1nnc(SCC(=O)Nc2ccc3oc(=O)ccc3c2)s1	103	96	103	85	98	90	106	106
N=C1C(=O)NC(=O)C1c1ccccc1 (centres undefined)	.	116	99	.	107	101	.	.
O=C(O)C(/C=C/c1ccccc1)=N\O	94	94	97	100	110	113	91	89
CCOC(=O)C[n+]1ccccc1	93	112	98	106	103	97	93	84
CCOC(=O)C(Cl)c1ccccc1 (centres undefined)	84	84	92	85	97	101	76	71
O=C(Nc1ccc(Br)cc1)Nc1nc2ccc([N+](=O)[O-])cc2s1	11	3.2*	-35*	0.9*	2.1*	9.5*	5.8*	.
Nc1c(C(=O)Nc2cccc3cnccc23)sc2nc3c(cc12)CN(Cc1ccccc1)CC3	109	107	100	99	102	101	107	96
O=C(CSc1oc(-c2ccccc2)nc1S(=O)(=O)c1ccc(Br)cc1)c1ccccc1	98	79	102	98	97	94	80	70
COc1ccc(-c2nnc(-c3c(-c4ccc(F)cc4)nc4ccccn34)o2)cc1OC	103	94	109	112	109	108	101	.
COc1ccc(NC2CCC(=O)N2CN2C(=O)CCC2Nc2ccc(OC)cc2)cc1 (centres undefined)	73	82	96	72	60	90	79	117
CCC(CO)Nc1nc2ccc(Cl)cc2c2ccccc12 (centres undefined)	57	.	67	60	85	48	55	49
COc1ccc2nc3cc(Cl)ccc3c(Nc3ccc(S(=O)(=O)Nc4nccs4)cc3)c2c1	98	93	108	106	119	100	99	67
CCC(C)(O)CCC(C)(O)CC (centres undefined)	101	102	108	94	103	99	106	104
O=C(CSC(=S)n1cnc2ccccc21)Nc1ccccc1	103	91	94	106	99	121	99	101
COc1ccc(C2C=C(c3ccc(Cl)c(Cl)c3)N=C3SC=C(C)N32)cc1 (centres undefined)	96	114	102	110	113	.	107	91
CCOc1ccccc1C(=O)Oc1ccc(Cl)cc1	104	86	103	97	99	108	104	111
Nc1cc(Cl)ccc1Nc1ccccc1	63	66	64	97	99	107	96	114
Cc1ccc(S(=O)(=O)Nn2c3c(cc(-c4nc5ccccc5s4)c2=O)CCCC3)cc1	102	97	94	92	103	87	103	83
O=C1C(SCc2ccccc2)=C(Cl)CN1c1ccccc1	86	84	84	104	98	98	106	95
Cc1ccc(/C=N/NC(=O)C(=O)Nc2ccc(Cl)c([N+](=O)[O-])c2)cc1	90	88	105	106	97	.	99	141
CCN(CC)c1ccc(NC(=O)c2cccs2)cc1	82	74	45	109	93	.	86	58
COc1ccc2oc(=O)cc(Cn3nnc(N)c3C#N)c2c1	87	99	93	99	99	111	94	99
COc1cc2c(c(OC)c1OC)CCC(c1cccc(C(=O)Nc3ccccc3Br)c1)O2 (centres undefined)	86	50	83	92	67	90	81	66
CC(=O)c1ccc(-n2ccc(C(F)(F)F)n2)c(F)c1	101	103	111	109	96	88	95	102
O=C(c1ccccc1)c1c(/C=C/c2ccc(F)cc2)c2ccccc2[nH]c1=O	95	95	103	85	108	107	94	78
NC(=O)SCC(=O)Nc1cccc(O)c1	98	107	104	98	105	115	102	85
COc1ccc(C2=Nc3c/c(=C\c4c(O)[nH]c5ccc(Cl)cc45)ccc3=N2)cc1	8.5*	20	23	28	28	57	62	53
NC(=O)NO	68&82	75&96	42&99	73&109	104	60&99	53&95	61&101
Nc1cccc2c1C(=O)c1cccc(Cl)c1C2=O	107	97	99	99	.	78	90	93
CC12CCC3C(C)(CO)C(O)CCC3(C)C1CC(C1=CCOC1=O)O2 (centres undefined)	99	103	102	101	97	95	101	111
COc1ccc(C2=NN(/C=c3\s/c(=C(\C#N)C(=O)Nc4ccccc4)n(-c4ccccc4)c3=O)C(c3ccc(OC)cc3)C2)cc1 (centres undefined)	99	100	100	91	97	98	96	86
NC(=O)c1cccc(Nc2ccnc(C(F)(F)F)c2)c1	105	94	88	100	94	.	100	.
O=C1C(Cl)=C(Nc2ccccc2)C(=O)C(Cl)=C1Nc1ccccc1	103	114	107	113	113	114	109	101
Oc1ccc(Cl)cc1Cc1cc(Cl)cc(Cl)c1O	19	19	0.8*	23	66	36	47	-25*
COc1ccc(NC(=O)c2nc(-c3cc(OC)c(OC)c(OC)c3)n(-c3ccc(F)c(F)c3)n2)cc1	103	97	102	82	101	97	82	115
Cc1ccc2nc(NC(=O)CSC3=NC(c4ccccc4)=C(C#N)C4=NCC(=O)N34)sc2c1	110	109	98	102	100	92	104	76
NNC(=O)CNC(=O)Cc1ccccc1	99	98	.	98	103	110	94	86
CCOC(=O)C1CCCCC1=O (centres undefined)	98	92	92	102	97	98	97	84
COc1ccc(Nc2nn3c(C)cc(C)nc3c2C(=O)Nc2ccccc2)c(OC)c1	101	109	96	85	101	103	94	79
(more compounds)
SMILES	CCRF-CEM	MOLT-4	RPMI-8226	HOP-62	M14	EKVX	A549/ATCC	HOP-92
C#CCOc1cccc(Nc2ncnc3cc(NC(=O)C=C)ccc23)c1	2.9*	7.9*	13	40	13	33	30	12
Cc1cc(O)ccc1N(C)C	101	96	106	105	105	98	103	79
COc1ccccc1N1C(=N)S/C(=C\c2ccc(OCc3ccccc3F)cc2)C1=O	66	53	70	99	71	.	80	81
O=C(CCCCCCCC(=O)N1CCCCC1)N1CCCCC1	116	126	103	110	102	100	102	99
COc1ccc(-c2nn(Cc3ccc(OC)c(OC)c3)c3c2-c2oncc2CC3)cc1	78	72	.	109	98	79	87	67
CN1CCC(CNc2cc(C3(C(=O)Nc4cc(C(=O)Nc5ccc(Cl)c(C(F)(F)F)c5)ccc4F)CC3)ncn2)CC1	-24*	-38*	-32*	-47*	-52*	47	13	.
CC1=CCC(OC(=O)C(C)(C)CCC(O)(C(=O)OC2(C(C)C)CCC3(C)OC3C2)C(C)C)(C(C)C)CC1 (centres undefined)	-19*	-30*	-38*	-67*	-81*	-63*	-83*	-72*
NS(=O)(=O)c1ccc(NC(=O)N2CCN(Cc3ccccc3)CC2)cc1	93	100	93	99	100	.	109	70
O=S(=O)(Nc1ccc(-c2nc(-c3cccc(OCCN4CCOCC4)c3)c(-c3ccnc(Br)c3)[nH]2)cc1)c1ccccc1	15	8.1*	.	40	37	50	30	22
COc1ccc(N2C(=O)C(Oc3ccccc3)C2c2ccccc2)cc1 (centres undefined)	101	98	95	114	103	89	98	121
COc1nc2ccccc2cc1-c1nc2c(cnn2-c2ccc(Br)cc2)c(=O)[nH]1	14	48	21	24	-7.6*	42	40	39
O=C(Cn1nc(-c2ccccc2)ccc1=O)Nn1c(-c2ccc(Br)cc2)csc1=NC1CCCCC1	60	50	28	77	60	54	31	.
O=S(=O)(Nc1ccc(I)cc1)c1ccc(-c2cnc(C3CC3)o2)cc1	52	42	.	56	46	74	57	66
Cc1cc(C(C)(C)c2cc(C)c(O)c(CN(C)C)c2)cc(CN(C)C)c1O	100	87	84	100	78	92	98	.
CN(C)CCOc1ccc(C(=C(c2ccccc2)C2CCCC2)c2ccc(OCCN(C)C)cc2)cc1	70	.	89	103	113	92	88	77
CC1(C)CC[C@]2(CO)CC[C@]3(C)C(=CC[C@@H]4[C@@]5(C)CCNCC(C)(C)[C@@H]5CC[C@]43C)[C@@H]2C1	74	49	-26*	99	-2.4*	98	86	64
O=C1NC(=S)S/C1=C\c1cc(Br)ccc1O	79	107	.	82	89	107	107	76
Nc1nc(-c2cccc([N+](=O)[O-])c2)c(N=Nc2ccc(Cl)cc2)s1	50	55	86	102	97	90	63	85
NC1[C@H](c2c[nH]c3ccccc23)c2c([nH]c3ccccc23)[C@H]1c1c[nH]c2ccccc12 (some centres undefined)	95	81	78	90	92	85	91	84
CC1(C)C=Cc2cc(/C(N)=N/C(N)=N/c3nc4ccccc4s3)ccc2O1	46	62	80	5.8*	103	31	67	94
O=C1C=Cc2ccccc2/C1=C/c1nc(-c2ccccc2)oc1O	110	96	104	88	93	79	107	103
COc1cc(/C=C/C(=O)c2ccccc2)ccc1Oc1nc(NCCO)nc(N2CCOCC2)n1	30	71	54	90	99	95	99	91
COc1cc(-c2cc(-c3nc4ccc(F)cc4[nH]3)[nH]n2)cc(OC)c1OC	.	.	-37*	8.2*	22	.	29	26
O=C(Nc1nc2ccc(O)cc2s1)c1cccc(C(F)(F)F)c1	31	35	47	89	50	56	57	69
O=C1[C@H]2Cc3c([nH]c4ccccc34)[C@@H](c3ccc(Br)cc3)N2C(=O)CN1C1CCN(Cc2c(F)cccc2F)CC1	36	28	44	71	41	37	44	49
COC(=O)C1(C)CCC[C@]2(C)[C@H]3C[C@H]4C(C(C)C)=C[C@]3(CC[C@@H]12)[C@H]1[C@@H]4[C@@H](OCC#CCN2CCCC2)CC[C@@H]1OCC#CCN1CCCC1 (some centres undefined)	78	59	57	90	89	71	76	36
O=C(O)CCC1(CCC(=O)O)CCCC(CCC(=O)O)(CCC(=O)O)C1=O	97	101	108	107	100	94	113	110
c1cc2c3c(cccc3c1)-c1nc3ccccc3nc1-2	86	72	75	78	116	55	59	79
COc1cc(CNC(=O)CCCC/C=C/C(C)C)ccc1OCc1cn(-c2cccc([N+](=O)[O-])c2)nn1	90	87	66	97	93	95	92	70
COc1cccc(/C=C/[C@@H](O)[C@@H](O)[C@@H]2O[C@H]2C)c1CO	92	95	116	97	112	106	97	83
CCCCOCc1cc(CN2CCN(C)CC2)c(O)c2ncccc12	32	61	48	33	41	38	36	58
CC(=O)C(C)(C)Cc1cc(C(C)(C)CC=O)on1	106	109	103	97	110	107	101	80
CC1=CC2OC34COC3CC(OC(=O)C(F)(F)F)C4(C)C2(C)CC1 (centres undefined)	101	113	101	97	96	.	98	104
S=c1[nH]cnc(S)c1Br	98	104	101	110	105	108	80	108
O=C(/C=C/c1coc(-c2ccc(F)cc2)n1)c1ccc(F)cc1	95	96	82	96	114	97	91	111
CC(C)CC(=O)CC(=O)C(F)(F)F	.	87	102	101	99	.	100	100
CS(=O)(=NC#N)c1ccc(-c2cnc(N)c(C(=O)Nc3ccccc3)n2)cc1 (centres undefined)	80	65	105	97	78	88	63	106
C=C(C)[C@@H]1CC[C@]2(C(=O)NCCNCCN)CC[C@]3(C)[C@H](CC[C@@H]4[C@@]5(C)C/C(=C/c6ccncc6)C(=O)C(C)(C)[C@@H]5CC[C@]43C)[C@@H]12	97	83	91	101	90	92	100	75
Clc1ccccc1OCCSc1n[nH]c2nc3ccccc3n12	80	86	69	101	103	100	87	66
CC(=O)OC1Oc2cc(C)c(C)cc2-c2oc(=O)c(-c3ccccc3)cc21 (centres undefined)	-38*	-20*	-18*	48	.	40	25	-42*

One compound at a time, from the list above. Values in the order: CCRF-CEM, MOLT-4, RPMI-8226, HOP-62, M14, EKVX, A549/ATCC, HOP-92
Clc1ccccc1OCCSc1n[nH]c2nc3ccccc3n12 across the screens: 80, 86, 69, 101, 103, 100, 87, 66
CC(=O)C(C)(C)Cc1cc(C(C)(C)CC=O)on1 across the screens: 106, 109, 103, 97, 110, 107, 101, 80
CC(=O)OC1Oc2cc(C)c(C)cc2-c2oc(=O)c(-c3ccccc3)cc21 (centres undefined) across the screens: -38*, -20*, -18*, 48, ., 40, 25, -42*
CCCCOCc1cc(CN2CCN(C)CC2)c(O)c2ncccc12 across the screens: 32, 61, 48, 33, 41, 38, 36, 58

Next section
SMILES	CCRF-CEM	MOLT-4	RPMI-8226	HOP-62	M14	EKVX	A549/ATCC	HOP-92
CC1(C)OC(=O)c2ccccc21	99	96	111	97	106	94	47	105
Cc1ccc(C#N)cn1	.	106	96	110	111	.	102	.
C/C(=N/NC(=S)NC1CCCCC1)c1sc(Nc2cccc(O)c2)nc1C	90	88	92	100	91	104	100	100
O=C(O)CCc1ccc(NP(=O)(NCCCl)NCCCl)cc1	95	109	99	.	104	97	94	77

Rewritten in CSV form: 4 of the compounds above.
structure,CCRF-CEM,MOLT-4,RPMI-8226,HOP-62,M14,EKVX,A549/ATCC,HOP-92
Cc1ccc(C#N)cn1,.,106,96,110,111,.,102,.
O=C(O)CCc1ccc(NP(=O)(NCCCl)NCCCl)cc1,95,109,99,.,104,97,94,77
C/C(=N/NC(=S)NC1CCCCC1)c1sc(Nc2cccc(O)c2)nc1C,90,88,92,100,91,104,100,100
CC1(C)OC(=O)c2ccccc21,99,96,111,97,106,94,47,105

Outcome played no part in choosing rows; any-hit rate near 13%.
